Screens as filed in PubChem.
POLK inh – DNA polymerase kappa (human) inhibition; Q9UBT6; purified Pol kappa, fluorescent DNA synthesis assay, 10 min; Potency, µM (series often up to 107 µM), without a hit: at the highest dose activity, negative = inhibition, hits mostly inhibitors; 400,000 compounds, 0.53% hits; note: potency is the fitted concentration of half-maximal effect; % is set by controls: 0 for no effect and ±100 for the full control effect
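Kinetic fluorescence readout at 0 and 10 min followed reaction start with substrate at 50 nM final. Beforehand, enzyme (10 nM Pol kappa) stood 15 min with compound at room temperature; buffer-only wells were negative controls.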
POLH inh – inhibitors of human DNA polymerase eta; AID 588591; Potency, µM (highest dose often 114 µM), inactives show at the highest dose activity change, negative = inhibition, usual class: inhibitors; 390,000 compounds, 1.2% hits; recombinant Pol eta, fluorescent DNA replication assay; note: potency is the fitted concentration of half-maximal effect; % is set by controls: 0 for no effect and ±100 for the full control effect
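Pol eta (10 nM) was preincubated with compounds for 15 min at room temperature, after which fluorescent replication substrate (50 nM final) was added to start the reaction. Fluorescence was read kinetically at 0 and 10 min.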
LDHA block – blocks human lactate dehydrogenase A; P00338; purified LDHA, NADH/diaphorase-resazurin fluorescence; stronger effect = lower value; activity change, % (values are at about 110 or 230 µM); 480,000 compounds, 0.15% hits; AID 1347041; in the data active = activity change below about -30%; inconclusive = mostly about -25% to -30%;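 note: plate controls were DMSO wells for no effect and wells without enzyme for full effect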
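Human LDH5 (2 nM) was incubated with 0.06 mM NADH and 0.2 mM pyruvate for 5 min at room temperature in Tris pH 7.4. Remaining NADH was coupled through diaphorase/resazurin, and resorufin fluorescence was read at 0 and 20 min.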
GRP78 ERSR act – inducers of ER stress response in human glioma cells; U87-MG GRP78 promoter luciferase reporter, 16 h; Potency, µM, for inactives: top-dose activation, actives largely listed as activators; 420,000 compounds, 0.02% hits; AID 602332; note: potency is the fitted concentration of half-maximal effect; series mostly up to about 76 µM; % of control where 0% means no effect; nearly all actives have a fitted effect of over 35% in size
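Stably transfected U87-MG human glioma cells carrying a GRP78-based luminescent sensor were seeded at 1000 cells/well, pin-dosed with compounds and incubated 16 h. Luciferase reagent was then added, and end-point luminescence was read after 10 min at room temperature.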
Apoferritin bind – binds horse apoferritin like a general anesthetic. P02791. Potency, µM (top dose mostly 77.5 µM), for the others: at the highest dose activity change, negative = displacement, actives largely listed as inhibitors. AID 485281. 350,000 compounds, 0.074% hits. apoferritin/1-aminoanthracene competitive binding, fluorescence; note: potency is the fitted concentration of half-maximal effect; % is set by controls: 0 for no effect and ±100 for the full control effect; nearly all actives have a fitted effect of over 20% in size
Target sequence (P02791 2-175 limits assumed): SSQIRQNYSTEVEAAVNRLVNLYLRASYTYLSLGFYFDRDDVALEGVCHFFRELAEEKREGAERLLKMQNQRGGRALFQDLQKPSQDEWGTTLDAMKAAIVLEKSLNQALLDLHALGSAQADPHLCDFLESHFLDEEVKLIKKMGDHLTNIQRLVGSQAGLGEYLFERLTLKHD
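Read-out: endpoint 1-AMA fluorescence, excitation 380 nm and emission 535 nm, after compounds sit 10 min at room temperature with 10 uM horse-spleen apoferritin in 50% saturated 1-AMA/PBS. Values come from four-parameter Hill fits.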
BLM helicase inh – blocks DNA unwinding by human BLM helicase; recombinant BLM DNA unwinding, fluorescence dequenching; P54132; 350,000 compounds, 0.2% hits; Potency, µM (top dose mostly 56.1 µM), for the others: at the highest dose activity change, negative = inhibition, usual class: inhibitors;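 note: potency is the fitted concentration of half-maximal effect; plate controls were vehicle for no effect and no enzyme for full effect; nearly all actives have a fitted effect of over 35% in size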
APEX1 inh – APE1 (human) endonuclease inhibition | AID 2517 | P27695 | 350,000 compounds, 0.35% hits | recombinant APE1, TAMRA/BHQ-2 abasic DNA cleavage fluorescence | Potency, µM (highest dose often 65.8 µM), without a hit: at the top dose activity change, negative = inhibition, most hits filed as inhibitors;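 note: potency is the fitted concentration of half-maximal effect; plate controls were vehicle for no effect and reference inhibitor for full effect; nearly all actives have a fitted effect of over 55% in size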
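APE1 at 0.75 nM final was preincubated with compound 15 min at room temperature, then 50 nM double-stranded THF abasic-site substrate (5'-TAMRA/3'-BHQ-2) was added. Fluorescence (ex 525/em 598 nm) was read kinetically; third-minus-first read gave activity.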
POLI inh – DNA polymerase iota (human) inhibition; AID 588590; Potency, µM (top dose mostly 115 µM), for the others: top-dose activity, negative = inhibition, most hits filed as inhibitors; 390,000 compounds, 1% hits; Pol iota fluorescent replication assay, 10 min; note: potency is the fitted concentration of half-maximal effect
Target sequence (Q9UNA4 whole entry, looked up): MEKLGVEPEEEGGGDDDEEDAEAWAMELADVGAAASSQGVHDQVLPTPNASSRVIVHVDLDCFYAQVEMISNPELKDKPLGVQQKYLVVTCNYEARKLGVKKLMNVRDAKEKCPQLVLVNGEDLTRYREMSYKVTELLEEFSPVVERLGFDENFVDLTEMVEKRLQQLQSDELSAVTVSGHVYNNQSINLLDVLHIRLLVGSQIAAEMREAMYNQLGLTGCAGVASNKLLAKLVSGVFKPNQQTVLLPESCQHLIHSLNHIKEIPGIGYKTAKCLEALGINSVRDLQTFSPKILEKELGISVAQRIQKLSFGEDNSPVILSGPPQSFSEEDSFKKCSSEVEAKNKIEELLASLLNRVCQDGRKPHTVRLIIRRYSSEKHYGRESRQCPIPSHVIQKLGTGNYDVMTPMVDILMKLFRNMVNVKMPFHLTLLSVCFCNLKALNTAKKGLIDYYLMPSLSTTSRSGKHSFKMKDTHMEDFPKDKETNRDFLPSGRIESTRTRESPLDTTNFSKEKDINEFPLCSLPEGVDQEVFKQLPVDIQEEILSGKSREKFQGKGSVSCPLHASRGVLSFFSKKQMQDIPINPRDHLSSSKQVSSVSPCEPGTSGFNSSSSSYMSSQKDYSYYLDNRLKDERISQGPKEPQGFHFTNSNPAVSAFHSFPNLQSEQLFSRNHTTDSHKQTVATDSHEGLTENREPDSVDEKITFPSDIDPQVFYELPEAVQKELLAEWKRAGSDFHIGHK
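Fluorescent replication assay read twice, at 0 min and 10 min after adding 50 nM (final) substrate. Enzyme (10 nM) and compounds were first incubated 15 min at room temperature; enzyme-free buffer wells were negative controls.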
POLB inh – blocks human DNA polymerase beta activity; P06746; Pol beta primer extension/strand displacement, fluorescence kinetic; Potency, µM (top dose mostly 114 µM), inactives show top-dose activity change, negative = inhibition, hits mostly inhibitors; 340,000 compounds, 1.3% hits; note: potency is the fitted concentration of half-maximal effect; % is set by controls: 0 for no effect and ±100 for the full control effect
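Values derive from four-parameter Hill fits of normalized kinetic data: reads at 0 and 10 min following addition of 50 nM substrate to 10 nM Pol beta preincubated 15 min with compound.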
The depositor's hits bear a star; ? = inconclusive; · = not tested or not shown; & = joins results of further samples; [ ] = another dose, or the depositor's remark. Unless noted, calls come from the whole dose curve; as a rule, active = well fitted curve in the direction sought with a large enough effect; inconclusive = small, poorly fitted or top-dose-only effect, or another doubt; inactive = no such curve, though single readings can be large; an effect the other way counts as inactive or inconclusive. A portion of the library, so the mix of outcomes need not match the whole.

SMILES	POLK inh	POLH inh	LDHA block	GRP78 ERSR act	Apoferritin bind	BLM helicase inh	APEX1 inh	POLI inh	POLB inh
CCN(CC)C(=O)c1ccc(NC(=O)c2c(C)noc2C)cc1	-7%	-8%	0	-5%	·	·	17%	10%	·
CN1C(=O)C(O)N=C(c2ccccc2)c2cc(Cl)ccc21 (stereo not drawn)	-1%[60.1 µM]	·	·	-4%	1%	6%	-2%	·	·
C=CCN	-14%[60.1 µM]	·	·	-3%	-14%	2%	?	·	·
CCOC(=O)C1(CCc2ccccc2)CCN(Cc2cccc3c2OCO3)CC1	-15%	-5%	1	-4%	-11%	-6%	0%	14%	5%
Cc1cc([N+](=O)[O-])c2ccccc2[n+]1[O-]	17%	-9%	24&11	-15%	-7%	-1%	-5%	-20%	5%
COc1ccc(C=C(C(=O)O)c2ccc(OC)cc2)cc1	-13%	-21%	-4	5%	·	·	·	75%[activator]	·
OC12ONC(c3ccccn3)C1N1CCC2CC1 (stereo not drawn)	-18%	5%	-3	1%	-5%	3%	1%	50%[activator]	1%
CCOC(=O)c1c(C)n(Cc2ccccc2)c2ccc(OCC(O)Cn3nc(C)cc3C)cc12 (stereo not drawn)	-13%	-22%	5	-6%	0%	-12%	-10%	-13%	-22%
COc1cc2oc(=O)c(CC(=O)N3C[C@H]4C[C@@H](C3)c3cccc(=O)n3C4)c(C)c2cc1Cl	4%	-8%	0	-2%	·	·	·	-1%	·
C=CCC1([C@@H](C)CCC)C(=O)NC(=O)NC1=O	-4%	-1%	0	3%&-4%	·	·	22%	2%	·
O=P(O)(O)C12CC3CC(CC(C3)C1)C2	-10%	-14%	-8	-4%	-3%	3%	1%	-4%	27%
CC(=O)c1ccc2c(c1)C1C(Cl)C(Sc3ccccc3[N+](=O)[O-])CC1C(c1ccccc1[N+](=O)[O-])N2 (stereo not drawn)	0%	-10%	3	-4%	-5%	-12%	6%	?	?
CCOc1ccc(-c2cc(C)n3nc(C(=O)Nc4ccc(C)c(C)c4)cc3n2)cc1	-17%	71µM*	-1	-1%	-2%	-25%	·	?	8.9µM*
CCN1CCN(C(=O)COc2ccc(S(=O)(=O)Nc3ccc(Cl)cc3)cc2)CC1	-13%	-12%	-4	-3%	-10%	-6%	44%	8%	-9%
CCC(Oc1ccccc1OC)C(=O)Nc1ccc2c(c1)OCCO2 (stereo not drawn)	-1%	-14%	-7	0%	-13%	-5%	9%	40%[activator]	-10%
COc1ccc(CCn2c(O)c(/C=N/N3CCOCC3)c(=O)[nH]c2=O)cc1OC	5%	-7%	-1	0%	-9%	3%	1%	19%	9%
O=C1NC(=O)C(=Cc2ccc(Oc3ccc([N+](=O)[O-])cc3)cc2)C(=O)N1	-16%	?	-33*	-1%	-19%	-2%	6%	61%[activator]	?
O=C(Cc1c(Cl)cccc1Cl)N1CCN(Cc2ccccc2)CC1	4%	-14%	-5	-4%	-13%	-3%	-6%	42%[activator]	38%
CN1C2CC3CC1C(O3)C2O (stereo not drawn)	2%[60.1 µM]	·	·	-2%	-8%	4%	-6%	·	·
CCCn1c(C(=O)c2ccccc2)nc2ccccc21	-8%	0%	-6	3%	-19%	-3%	-11%	-3%	12%

In the list so far, these contain a nitro group on carbon.
SMILES	POLK inh	POLH inh	LDHA block	GRP78 ERSR act	Apoferritin bind	BLM helicase inh	APEX1 inh	POLI inh	POLB inh
Cc1cc([N+](=O)[O-])c2ccccc2[n+]1[O-]	17%	-9%	24&11	-15%	-7%	-1%	-5%	-20%	5%
CC(=O)c1ccc2c(c1)C1C(Cl)C(Sc3ccccc3[N+](=O)[O-])CC1C(c1ccccc1[N+](=O)[O-])N2 (stereo not drawn)	0%	-10%	3	-4%	-5%	-12%	6%	?	?
O=C1NC(=O)C(=Cc2ccc(Oc3ccc([N+](=O)[O-])cc3)cc2)C(=O)N1	-16%	?	-33*	-1%	-19%	-2%	6%	61%[activator]	?

(listing goes on)
SMILES	POLK inh	POLH inh	LDHA block	GRP78 ERSR act	Apoferritin bind	BLM helicase inh	APEX1 inh	POLI inh	POLB inh
COc1ccc(NC(=O)CCn2cc(C)c3ccccc32)cc1	-11%	-12%	-2	-3%	-3%	-4%	33%	81%[activator]	7%
Cc1ccc(CNC2=NCCS2)cc1	4%	-6%	2	1%	-3%	1%	1%	31%	-3%
COc1ccc(-n2c(-c3ccccc3)nc3ccccc3c2=O)cc1	-6%	-16%	-2	-6%	-11%	0%	8%	12%	91%
CCC1(c2ccccc2)C(=O)N(COC)C(=O)N(COC)C1=O	-2%[19.4 µM]	0%	-10	-4%&-4%	-8%	6%	15%	?	8%
COc1cccc(NC(=O)[C@@H](NC(=O)N2C[C@H]3C[C@@H](C2)c2cccc(=O)n2C3)C(C)C)c1	12%	-12%	-2	-1%	-3%	-1%	6%	8%	11%
Clc1cccc(N2CCNCC2)c1	-10%	-4%	-16	-2%&-2%&-3%	·	4%&5%	17%&14%&0%&-1%	12%	15%[57.1 µM]
CCCOc1ccc(Cc2c(Cl)nc(SC)nc2OC)cc1	8%	-13%	1	0%	-3%	5%	12%	81%[activator]	13%
O=c1[nH]c2sccc2c2ccccc12	11%[60.1 µM]	·	·	4%	-12%	2%	-6%	·	·
CCC(COC(=O)c1cc(OC)c(OC)c(OC)c1)(c1ccccc1)N(C)C (stereo not drawn)	-14%	-23%&-16%&-28%	2&0&-5	-2%&-1%&-1%&-5%	-7%&-13%	-5%&-11%	?	16%&-8%&-10%	3%
CCSc1nnc([C@@H](N)Cc2ccccc2)o1	-4%	-19%	-4	-5%	-18%	0%	-3%	0%[58.9 µM]	-1%
CC(C)(C)c1ccc(OCC(=O)Nc2ccc(Cl)cc2C(=O)c2ccccc2)cc1	-7%	·	-5	·	-4%	-7%	·	22%	27%
C=CCSSCC=C	-7%[60.1 µM]	·	·	-5%	3%	-12%	?	·	·
CC/C(=N\NC(=O)c1ccccc1O)c1c(O)n(C2CCCCC2)c(=O)[nH]c1=O	-4%	-13%	-12	3%	-14%	-3%	17%	12%	0%
O=C1NC(=O)N(c2ccc(Cl)cc2)C(=O)/C1=C/c1coc2ccc(O)cc2c1=O	?	?	-3	-5%	0%	-9%	?	?	?
CC(C)C[C@H]1C(=O)N2CCC[C@H]2[C@]2(O)O[C@](NC(=O)[C@@H]3C=C4c5cccc6[nH]c(Br)c(c56)C[C@H]4N(C)C3)(C(C)C)C(=O)N12	-3%&-14%[60.1 µM]	·	·	-3%&-5%	-19%	-11%	-7%&15%	·	·
Cc1cc(CN(C)C)c(OC(=O)N(C)C)cc1C	-7%	-10%	-5	-3%	-2%	-3%	4%	26%	-2%
COc1ccc(-c2nn(CCC#N)cc2C(=O)Nc2ccccc2Cl)cc1	-1%	-1%	-11	-5%	12%	-3%	59%[activator]	33%[activator]	11%
Cc1nnc2ccc(N3CCN(C)CC3)nn12	-14%	-2%	-1	-4%	-8%	-1%	1%	13%	1%
Cc1cc(C(C#N)c2ccc(Cl)cc2)c(Cl)cc1NC(=O)c1cc(I)cc(I)c1O (stereo not drawn)	?	50µM*	-17	-2%&-1%	·	?	-29%	?	·
Oc1c(Br)c(Br)c(Br)c(Br)c1Br	?	?	?	-5%	·	·	3%&-1%	?	·

Looked up one by one from above (4):
SMILES	POLK inh	POLH inh	LDHA block	GRP78 ERSR act	Apoferritin bind	BLM helicase inh	APEX1 inh	POLI inh	POLB inh
Oc1c(Br)c(Br)c(Br)c(Br)c1Br	?	?	?	-5%	·	·	3%&-1%	?	·
Cc1cc(CN(C)C)c(OC(=O)N(C)C)cc1C	-7%	-10%	-5	-3%	-2%	-3%	4%	26%	-2%
CC/C(=N\NC(=O)c1ccccc1O)c1c(O)n(C2CCCCC2)c(=O)[nH]c1=O	-4%	-13%	-12	3%	-14%	-3%	17%	12%	0%
CC(C)(C)c1ccc(OCC(=O)Nc2ccc(Cl)cc2C(=O)c2ccccc2)cc1	-7%	·	-5	·	-4%	-7%	·	22%	27%

(further entries)
SMILES	POLK inh	POLH inh	LDHA block	GRP78 ERSR act	Apoferritin bind	BLM helicase inh	APEX1 inh	POLI inh	POLB inh
Clc1ccc2[nH]c3c(c2c1)CCNC3	-2%	-13%	-4	-3%	-4%	5%	9%	?	-17%
CCN(CC)C(=O)COc1cc(C)cc2oc(=O)c3c(c12)CCCC3	-4%	-16%	-2	-7%	-16%	-4%	17%	?	-2%
COc1ccc(C(=O)OC2CC[C@@]3(C)C4CCC5[C@]6(O)CC(O)[C@@]7(O)C(CN8CC(C)CCC8[C@@]7(C)O)[C@]6(O)C[C@@]53O[C@]24O)cc1OC (stereo partly drawn)	2%	-2%	-6	-6%	0%	2%	59%[activator]	22%	7%
O=C(Cc1cccs1)N1CCC2(CC1)OCCO2	-2%	-6%	5	1%	-8%	-4%	-1%	-8%	1%
Cc1cc(NC(=O)COC(=O)c2c(C)nn(Cc3ccccc3Cl)c2Cl)no1	-2%	-1%	-5	-3%	-12%	-4%	-4%	-11%[58.9 µM]	10%
CC(NC(=O)N1CC1(C)C)c1ccccc1 (stereo not drawn)	-8%	-19%	-8	-6%	·	·	·	44%[activator]	·
CCC1OC(=O)CC(O)C(C)[C@@H](O[C@@H]2OC(C)[C@H](O[C@@H]3C[C@@](C)(O)C(O)C(C)O3)C(N(C)C)C2O)[C@H](CC=O)CC(C)C(=O)/C=C/C(C)=C/[C@@H]1COC1OC(C)C(O)C(OC)[C@@H]1OC (stereo partly drawn)	-4%[60.1 µM]	·	·	-4%	-16%	-6%	·	·	·
NC1CCc2cc(O)c(O)cc2C1 (stereo not drawn)	-14%[60.1 µM]	-8%	19	4%&-3%&-1%&-3%	·	·	8%&17%&4%&10%	5%	16%[57.1 µM]
